Assay outcomes as filed in PubChem BioAssay.
PKM2 act – qHTS Assay for Activators of Human Muscle isoform 2 Pyruvate Kinase; 260,000 compounds, 0.34% hits; AID 1631, 2009; Potency, µM (series often up to 57.5 µM), for the others: top-dose activation, most hits filed as activators; purified PKM2, Kinase-Glo ATP luminescence, activation; response scale: 0% is enzyme alone, no compound; Pyruvate kinase PKM (Homo sapiens), P14618; note: potency is the fitted concentration of half-maximal effect; % is set by controls: 0 for no effect and ±100 for the full control effect; nearly all actives have a fitted effect of over 55% in size
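hPK-M2, >95% pure; 0.1 mM ADP / 0.5 mM PEP final; imidazole pH7.2 buffer w/ 7 mM MgCl2, 50 mM KCl; 1 h RT; Kinase-Glo lum. Intermediate enzyme activity for dual inhibitor/activator qHTS.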
Rab9 promoter act – qHTS Assay for Rab9 Promoter Activators; Huh7 Rab9 promoter-luciferase reporter, luminescence, 24 h; Potency, µM (series often up to 9.22 µM), inactives show top-dose activation, negative = inhibition, actives largely listed as activators; 320,000 compounds, 2.8% hits; AID 485297, 2010; note: potency is the fitted concentration of half-maximal effect; % of control where 0% means no effect; nearly all actives have a fitted effect of over 60% in size
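Using Huh7 cells stably transfected with Rab9 promoter–luciferase, compounds were incubated 24 h at 37 °C, 5% CO2; luciferase luminescence was read 10 min after reagent addition.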
RORgamma inh – qHTS for inhibitors of ROR gamma transcriptional activity; Nuclear receptor ROR-gamma (Mus musculus), P51450; Drosophila S2 Gal4-RORgamma UAS-luciferase reporter, 20 h; Potency, µM (top dose mostly 53.6 µM), inactives show top-dose activity change, negative = inhibition, actives largely listed as inhibitors; 310,000 compounds, 5.4% hits; AID 2551, 2010; note: potency is the fitted concentration of half-maximal effect; % is set by controls: 0 for no effect and ±100 for the full control effect; nearly all actives have a fitted effect of over 60% in size
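Drosophila Schneider cells stably carrying a metallothionein-driven Gal4 DBD–ROR gamma fusion and a UAS-Photinus luciferase reporter were exposed to compound for 1 hr, then induced with copper sulfate (700 uM final) for 20 hr at ambient temperature before luminescence reading.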
NPC1 promoter act – qHTS Assay for NPC1 Promoter Activators; AID 485313, 2010; Potency, µM (doses to about 9.22 µM), without a hit: at the top dose activation, usual class: activators; Huh7 NPC1 promoter luciferase reporter, 24 h; 320,000 compounds, 2.4% hits;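 note: potency is the fitted concentration of half-maximal effect; % of control where 0% means no effect; nearly all actives have a fitted effect of over 60% in size; reporter is driven by a mutant NPC1 promoter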
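Quantitative HTS used a cell-based reporter: Huh7 cells stably bearing the NPC1 promoter upstream of luciferase were treated with compounds for 24 h, and promoter activation was read as luminescence.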
VP16 counter – VP16 counterscreen qHTS for inhibitors of ROR gamma transcriptional activity | Drosophila S2 Gal4-VP16 UAS-luciferase, luminescence, 20 h | Potency, µM (highest dose often 53.6 µM), inactives show at the top dose activity, negative = inhibition, actives largely listed as inhibitors | 310,000 compounds, 3.5% hits | AID 2546, 2010;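 note: Gal4-VP16 expression switched on by copper sulfate through the metallothionein promoter; potency is the fitted concentration of half-maximal effect; % is set by controls: 0 for no effect and ±100 for the full control effect; nearly all actives have a fitted effect of over 50% in size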
ELG1 repair inh – qHTS screen for small molecules that inhibit ELG1-dependent DNA repair in human embryonic kidney (HEK293T) cells expressing luciferase-tagged ELG1 | 330,000 compounds, 2.3% hits | Potency, µM (doses to about 46.1 µM), for inactives: at the top dose activity change, negative = inhibition, hits mostly inhibitors | HEK293T ELG1-luciferase reporter, luminescence, 16 h; DNA damage induced by 5-fluorouridine; note: potency is the fitted concentration of half-maximal effect; % is set by controls: 0 for no effect and ±100 for the full control effect; nearly all actives have a fitted effect of over 55% in size
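Reporter activity after DNA damage by 5-fluorouridine is monitored. Compound-treated cells incubate 16 hr at 37 °C, then ONE-Glo is added for 30 min before luminescence reading.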
FLuc counter – qHTS profiling assay for firefly luciferase inhibitor/activator using purifed enzyme and Km concentrations of substrates (counterscreen for miR-21 project) | Luciferin 4-monooxygenase (Photinus pyralis), P08659 | purified FLuc, Km substrates, luminescence inhibition | Potency, µM (top dose mostly 57.5 µM), inactives show top-dose activity change, negative = inhibition, most hits filed as inhibitors | 360,000 compounds, 6.9% hits | AID 588342, 2011;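 note: potency is the fitted concentration of half-maximal effect; plate controls were vehicle for no effect and reference inhibitor for full effect; nearly all actives have a fitted effect of over 55% in size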
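Biochemical qHTS of compounds, final roughly 60 µM downward over six points, against 10 nM purified firefly luciferase using Km concentrations of substrates (10 uM D-luciferin, 10 uM ATP) in Tris acetate pH 7.5 buffer; luminescence output.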
Mito fusion act – qHTS Assay for Small Molecule Inhibitors of Mitochondrial Division or Activators of Mitochondrial Fusion. Potency, µM (highest dose often 46.1 µM), inactives show at the highest dose growth rescue (activation), usual class: activators. 320,000 compounds, 0.23% hits. S. cerevisiae fusion-defective mutant growth rescue, CellTiterGlo 48 h. AID 485298, 2010;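 note: potency is the fitted concentration of half-maximal effect; % of control where 0% means no effect; nearly all actives have a fitted effect of over 45% in size; temperature-sensitive fusion mutants such as fzo1-1 at 37 °C on non-fermentable ethanol glycerol medium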
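Yeast fusion mutant, YPEG (non-fermentable carbon), compound, 48 h at 37C non-permissive; CellTiterGlo added, 10 min RT, luminescence read. Rescued growth = division inhibition.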
KCNH2 3.1 inh – qHTS for Inhibitors of KCHN2 3.1: Mutant qHTS. activity change, % (tested at about 1.8 µM). U2OS KCNH2 3.1, thallium flux FluxOr; hits give low values. AID 720553, 2013. Potassium voltage-gated channel subfamily H member 2, brain isoform KCNH2 3.1 (human). 340,000 compounds, 0.95% hits;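 active = maximum activity change below -70%; inconclusive = maximum activity change from -70% to -50%; inactive = maximum activity change above -50%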;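 note: thallium influx rate constant from kinetic fluorescence after stimulation buffer; % is set by controls: 0 for no effect and ±100 for the full control effect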
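Virally transduced U2OS (3.1 isoform, 4 h infection in dark at RT) → overnight 37 C → FluxOr + Red40 in HBSS/HEPES, 45 min → stimulation buffer, 2 min kinetic read → rate constant vs DMSO controls.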
MBNL1-CUG inh – qHTS Assay for Inhibitors of MBNL1-poly(CUG) RNA binding. TR-FRET MBNL1-His/biotin-(CUG)12 binding, 665/545 ratio. Potency, µM (highest dose often 57.5 µM), without a hit: top-dose activity change, negative = inhibition, actives largely listed as inhibitors. 280,000 compounds, 0.036% hits. Muscleblind-like protein 1 (Homo sapiens), Q9NR56; active = well fitted inhibition curve with a large enough effect in the signal ratio, with a control signal flat, not every such curve was filed as active; inconclusive = small, poorly fitted or top-dose-only effect, or effect the other way, or a change in a side signal; inactive = no such curve, though single readings can be large or run the other way; the % refers to the signal ratio; note: potency is the fitted concentration of half-maximal effect; % is set by controls: 0 for no effect and ±100 for the full control effect
Target sequence (Q9NR56 whole entry, looked up): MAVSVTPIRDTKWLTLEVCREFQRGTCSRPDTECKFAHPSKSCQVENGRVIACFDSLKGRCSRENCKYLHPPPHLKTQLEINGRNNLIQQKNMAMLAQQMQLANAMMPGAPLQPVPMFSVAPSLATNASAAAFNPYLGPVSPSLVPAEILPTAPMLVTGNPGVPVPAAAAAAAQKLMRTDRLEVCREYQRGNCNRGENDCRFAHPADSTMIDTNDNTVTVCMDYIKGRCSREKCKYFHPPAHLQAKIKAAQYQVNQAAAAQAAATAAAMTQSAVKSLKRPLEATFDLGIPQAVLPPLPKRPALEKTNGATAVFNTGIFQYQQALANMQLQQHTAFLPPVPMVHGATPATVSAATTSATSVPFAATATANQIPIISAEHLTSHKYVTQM
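TR-FRET between His-tagged MBNL1 and biotin-(CUG)12 RNA, detected with Tb anti-His antibody (0.055 ng/ul) and streptavidin-XL665 (5 nM), 60 min at room temperature. Compounds titrated 92 nM to 58 uM; 665/545 nm ratio normalized to buffer and complex controls.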
Menin-MLL TR inh – qHTS Assay for Inhibitors Targeting the Menin-MLL Interaction in MLL Related Leukemias: Competition With Texas Red Labeled MLL-derived Mutant Peptide | O00255 | 270,000 compounds, 0.23% hits | AID 1768, 2009 | Menin + Texas Red MLL mutant peptide, fluorescence polarization | Potency, µM (titrated, usually from 61.6 µM), for the others: at the top dose FP activity change, negative = inhibition, hits mostly inhibitors; active = well fitted inhibition curve with a large enough effect in the polarisation, with a control signal flat, not every such curve was filed as active; inconclusive = small, poorly fitted or top-dose-only effect, or effect the other way, or a change in a side signal; inactive = no such curve, though single readings can be large or run the other way; the % refers to the polarisation; note: potency is the fitted concentration of half-maximal effect; % of control where 0% means no effect; many of its hits are not listed in these tables
Target sequence (O00255 whole entry, looked up): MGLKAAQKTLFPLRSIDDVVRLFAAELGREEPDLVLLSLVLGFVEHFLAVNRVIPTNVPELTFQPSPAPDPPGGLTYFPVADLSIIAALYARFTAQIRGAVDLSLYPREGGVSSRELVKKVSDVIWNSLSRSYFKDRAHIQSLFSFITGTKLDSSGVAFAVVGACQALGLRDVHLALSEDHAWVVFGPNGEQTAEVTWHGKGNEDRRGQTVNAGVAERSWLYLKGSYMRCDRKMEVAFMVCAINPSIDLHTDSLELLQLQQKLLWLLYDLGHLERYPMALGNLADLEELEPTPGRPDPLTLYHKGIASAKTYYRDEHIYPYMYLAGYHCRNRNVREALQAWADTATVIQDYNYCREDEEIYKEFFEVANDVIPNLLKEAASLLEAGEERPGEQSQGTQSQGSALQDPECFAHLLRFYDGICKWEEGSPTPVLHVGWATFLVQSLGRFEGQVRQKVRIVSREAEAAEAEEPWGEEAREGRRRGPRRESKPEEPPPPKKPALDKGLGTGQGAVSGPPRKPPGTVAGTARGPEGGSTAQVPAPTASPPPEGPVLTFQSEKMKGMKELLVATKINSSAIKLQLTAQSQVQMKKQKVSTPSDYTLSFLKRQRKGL
Starred values were filed as active, the others as inactive; u = inconclusive; x = not tested or not shown; [ ] = another dose, or the depositor's remark. Unless noted, calls come from the whole dose curve; as a rule, active = well fitted curve in the direction sought with a large enough effect; inconclusive = small, poorly fitted or top-dose-only effect, or another doubt; inactive = no such curve, though single readings can be large; an effect the other way counts as inactive or inconclusive. Some of the compounds tested. The share of hits here may be higher or lower than overall.

SMILES | PKM2 act | Rab9 promoter act | RORgamma inh | NPC1 promoter act | VP16 counter | ELG1 repair inh | FLuc counter | Mito fusion act | KCNH2 3.1 inh | MBNL1-CUG inh | Menin-MLL TR inh
Cc1cc2n(n1)C(c1cn(-c3ccccc3)nc1C)Nc1ccccc1-2 (stereo unspecified) | 1% | -1% | 1% | 7% | -4% | 5% | -14% | -5% | -136* | 2% | 5%
COC(=O)CSc1nc(N)nc(C)c1Br | 1% | 0% | 2%[10 µM] | 0% | -2% | 2% | -2% | -1% | -5 | 7% | 5%
COc1ccc(-n2c(-c3ccc(OC)c(OC)c3)n[nH]c2=S)cc1 | -12%[11.5 µM] | 0% | 11µM* | -1% | -11% | 3% | 0% | 1% | 14 | -1% | 0%
COc1cc(/C=C2\C=CC(=O)O2)cc(OC)c1 | x | -4% | 7% | 1% | -15% | 11% | -14% | -1% | 5 | u | u
COc1cccc(-c2ccc(=O)n(CC(=O)Nc3ccc(S(=O)(=O)NCC(C)C)cc3)n2)c1 | 3% | -1% | 14% | -6% | 0% | -3% | -4% | 2% | x | 99%[activator] | u
COC(=O)c1ccc(COC(=O)C(NC(=O)Cc2ccccc2)C(C)C)cc1 (stereo unspecified) | x | 2% | x | 1% | x | -2% | 3% | 20% | 22 | x | x
COc1ccc(C(=O)NC(=O)COC(=O)CCS(=O)(=O)c2ccc(C)cc2)cc1 | x | 2% | x | 1% | x | 16% | 0% | -2% | -2 | x | x
COc1ccc(N/N=C(/C(C)=O)N2CCCc3ccccc32)cc1 | -4% | 0% | -1% | 0% | 13% | 0% | -7% | 11% | 1 | x | x
O=C(NC1CCCCCCC1)c1cccc(Cl)c1 | x | u | 39% | u | u | u | 15µM* | 4% | 3 | 4% | -17%
O=C(Nc1ccccc1-c1nnn(CC(=O)N2CCc3ccccc3C2)n1)C1CCC1 | 2% | x | 30% | x | 6% | x | 7% | 11% | 2 | -4% | 8%
NC(=O)CNC(=O)[C@@H]1CC2(CC(c3ccc(Cl)cc3)=NO2)CN1C(=O)c1ccc(Br)cc1 (stereo partly specified) | 1% | 1% | 89% | -2% | -7% | 3% | -9% | -4% | 11 | -3% | 23%
Cc1ccc(CNC(=O)Cn2c(=O)c3sccc3n(Cc3ccc([N+](=O)[O-])cc3)c2=O)cc1 | 3% | -4% | u | -4% | u | -9% | 7% | -3% | u | -17% | -24%
CCCCOc1cccc(C2(C(=O)O)CCCC2)c1 | -1% | 0% | 2% | 0% | -5% | 3% | -1% | 9% | -12 | 0% | -19%
Cc1ccc(-n2cc(CNCCCn3cccn3)c(-c3cccc(C)c3)n2)cc1 | -4% | -4% | -35% | -4% | -6% | -10% | u | -18% | -81* | -4% | x
O=C(Nc1ccccc1C(=O)N1CCCC1)c1ncoc1-c1cccc(Cl)c1 | -2% | 1% | 20% | 2% | -1% | -3% | u | 20% | -10 | -4% | -4%
Cn1c(C(=O)NCCN2CCc3ccccc3C2)cc2c(=O)n(C)c3ccccc3c21 | 0% | -4% | -3% | 1% | 9% | -19% | -1% | -2% | 24 | -6% | 1%[11.7 µM]
C/C(=N/NC(=O)CCc1ccccc1)c1ccc2c(c1)OCO2 | 3% | 10% | 42% | -4% | -7% | -1% | -11% | -1% | 14 | 7% | -3%
CCCN1CCC(=O)N([C@H](COc2ccccc2)CC(C)C)CC1 | -2% | -3% | -9% | 4% | -1% | 10% | -3% | -3% | -6 | 0% | u
O=[N+]([O-])c1cc(C(F)(F)F)ccc1Sc1ccccn1 | 2% | -2% | 10% | 1% | -8% | 11% | -1% | -1% | 8 | u | -8%
Cc1cc(C(=O)N/N=C/c2cccnc2)cs1 | -1% | 17% | -2% | 0% | -14% | u | u | -22% | 7 | 5%[11.5 µM] | -7%
Cc1cccc(-n2c(=S)[nH]c3c(oc4ccccc43)c2=O)c1 | 8% | -4% | 2.8µM* | 1% | 4.5µM* | u | u | 30% | 3 | x | 7%
COc1ccc(CN(C(=O)/C=C/c2ccccc2Cl)C2CCS(=O)(=O)C2)cc1 (stereo unspecified) | -9% | -2% | u | 11% | -3% | 0% | u | -10% | 8 | 0% | x
CN(C)CCCN(C(=O)c1ccc(S(=O)(=O)N2CCc3ccccc3C2)cc1)c1nc2ccc(F)cc2s1 | 2% | 1% | u | -4% | 11µM* | u | -1% | -20% | -9 | 3% | u
O=C(C1CCCN(Cc2cccc(F)c2)C1)N1CCCCC1 (stereo unspecified) | 0% | 0% | -20% | 9% | -2% | -11% | 1% | 0% | -1 | -3% | 4%
Cc1cccc(OC(=O)c2sc3ncn(C)c(=O)c3c2C)c1 | 0% | u | u | u | u | u | 12µM* | 0% | -3 | -1% | 13%

Additional entries.
SMILES | PKM2 act | Rab9 promoter act | RORgamma inh | NPC1 promoter act | VP16 counter | ELG1 repair inh | FLuc counter | Mito fusion act | KCNH2 3.1 inh | MBNL1-CUG inh | Menin-MLL TR inh
Cc1ccc(NC(=O)CNC(=O)Cc2cccc3ccccc23)c(O)c1 | x | -2% | x | 0% | x | 29% | 1% | -5% | 7 | x | x
Cc1ccccc1-c1nc(CS(=O)(=O)CC(=O)NCCCN2CCCC2=O)c(C)o1 | -10% | -2% | -4% | -2% | -14% | -3% | 0% | 1% | 10 | -1% | 1%
CNC(=S)NNC(=O)c1sccc1OCc1ccc(Cl)cc1Cl | 9% | 3% | u | -1% | u | u | -2% | 1% | 17 | -7% | 11%
CC(=O)c1cccc(CN2CCCC(C(=O)Nc3cccc(-n4cccn4)c3)C2)c1 (stereo unspecified) | -5% | 0% | -12% | -5% | 1% | -2% | 0% | -5% | x | -2% | x
COC(=O)c1ccc(CNC(=O)COC(=O)CCN2C(=O)C3CC=CCC3C2=O)cc1 (stereo unspecified) | x | -1% | x | -1% | x | 17% | -1% | -7% | -7 | x | x
CCN1C(=O)/C(=C/N2CC(C)CC(C)C2)SC1=S (stereo unspecified) | 3% | 3% | -15% | 10% | -2% | 7% | 3% | 9% | -13 | -10% | -6%
COCC(=O)n1nc(-c2ccc(Cl)cc2)nc1NCc1ccc(F)cc1 | -20% | 2% | -9% | 14% | -5% | u | -1% | -20% | -12 | -3% | u
CN(C)CCCN(Cc1ccccc1)C(=S)Nc1ccc(F)c(Cl)c1 | 1% | -2% | -4% | -5% | 9% | 11% | 1% | -4% | 13 | 4% | -10%
O=C(Nc1nc2ccsc2c(=O)s1)c1ccc(Cl)cc1 | -2% | 0.1µM* | -16% | 0.25µM* | -11% | u | 0.21µM* | -3% | 3 | 109%[activator] | x
O=C(Nc1cccc(S(=O)(=O)N2CCOCC2)c1)C1CCN(S(=O)(=O)c2ccccc2)CC1 | x | -3% | x | 2% | x | -23% | 4% | -2% | -12 | x | x
COc1ccc(S(=O)(=O)N2CCOCC2)cc1C(=O)Nc1ccon1 | 0% | -1% | 1% | -1% | 2% | 0% | 2% | 1% | 3 | -9% | -22%
Cc1ccc(NCc2nnc(SCC(N)=O)n2CCc2ccccc2)cc1 | 6% | -6% | 8% | 1% | -26% | 7% | 2% | -5% | x | -5% | 1%
CCOC(=O)N1CCC(c2nc(C)sc2C(=O)O)CC1 | -11% | 4% | -12% | 4% | -19% | -3% | -1% | -6% | 8 | -16% | -12%
Brc1ccc(CNc2ccc3ncccc3c2)cc1 | -3% | 27% | u | u | 7.1µM* | u | 11µM* | -27% | -6 | 10% | -5%
Cc1cc(C(=O)CN2C(=O)C(=O)N(Cc3ccccc3)C2=O)c(C)n1-c1ccc2c(c1)OCCO2 | -2% | 1% | 6% | -2% | 7% | -1% | -11% | 4% | -5 | -4% | 10%
Cc1nnc(N2CCOCC2)c2nn(-c3ccccc3)c(C)c12 | -9% | 3% | -7% | -3% | 0% | -22% | 1% | -7% | -7 | -13%[11.5 µM] | -1%
